Screening results from PubChem.
RXFP1 agonist: qHTS Assay for Agonists of the Relaxin Receptor RXFP1; Relaxin receptor 1 (Homo sapiens), Q9HBX9; Potency, µM (doses to about 57.5 µM), for inactives: at the highest dose activation, most hits filed as activators; HEK293T-RXFP1 cAMP TR-FRET, 30 min; response scale: percent of porcine relaxin response, buffer zero; hit rate 0.3% among 370,000; note: potency is the fitted concentration of half-maximal effect; % is set by controls: 0 for no effect and ±100 for the full control effect; nearly all actives have a fitted effect of over 60% in size; many of its hits are not listed in these tables
Target sequence (Q9HBX9 whole entry, looked up): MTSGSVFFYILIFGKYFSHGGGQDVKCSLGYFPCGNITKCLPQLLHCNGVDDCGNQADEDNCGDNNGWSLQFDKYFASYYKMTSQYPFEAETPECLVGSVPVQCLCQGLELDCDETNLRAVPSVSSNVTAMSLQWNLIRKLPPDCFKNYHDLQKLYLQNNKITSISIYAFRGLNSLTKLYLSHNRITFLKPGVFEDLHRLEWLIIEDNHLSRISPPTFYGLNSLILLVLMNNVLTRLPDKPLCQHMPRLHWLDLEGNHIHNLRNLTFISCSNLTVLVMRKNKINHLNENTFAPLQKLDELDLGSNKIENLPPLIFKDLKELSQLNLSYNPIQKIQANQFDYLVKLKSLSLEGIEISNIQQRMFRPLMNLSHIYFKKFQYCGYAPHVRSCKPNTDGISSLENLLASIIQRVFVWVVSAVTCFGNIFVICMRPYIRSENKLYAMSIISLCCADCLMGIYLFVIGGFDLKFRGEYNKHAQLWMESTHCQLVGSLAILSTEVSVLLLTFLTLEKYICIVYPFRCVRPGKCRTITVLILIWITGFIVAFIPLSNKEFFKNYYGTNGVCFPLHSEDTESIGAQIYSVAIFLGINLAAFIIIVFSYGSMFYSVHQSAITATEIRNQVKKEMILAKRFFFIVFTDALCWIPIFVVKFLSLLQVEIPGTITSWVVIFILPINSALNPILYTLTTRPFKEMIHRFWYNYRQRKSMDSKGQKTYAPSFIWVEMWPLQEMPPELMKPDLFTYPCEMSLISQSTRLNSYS
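Agonist response is measured as cAMP accumulation in an RXFP1-transfected HEK293T line under PDE4 inhibition. Values are scaled between buffer-only and 29 nM porcine relaxin, and EC50s come from standard Hill equation fits.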
IDH1 R132H inh: qHTS for Inhibitors of mutant isocitrate dehydrogenase 1 (IDH1): qHTS; Isocitrate dehydrogenase [NADP] cytoplasmic (Homo sapiens), O75874; IDH1-R132H enzyme, NADPH consumption, diaphorase/resazurin fluorescence; Potency, µM (highest dose often 76.6 µM), for inactives: top-dose activity change, negative = inhibition, most hits filed as inhibitors; hit rate 0.093% among 390,000; AID 602179, 2012; note: potency is the fitted concentration of half-maximal effect; % is set by controls: 0 for no effect and ±100 for the full control effect; nearly all actives have a fitted effect of over 65% in size
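IDH1-R132H (0.5 ug/mL) preincubated 30 min with compound, then NADPH (0.016 mM) and alpha-KG (2 mM) added; 80 min at RT, pH 7.5. Remaining NADPH coupled via diaphorase/resazurin to fluorescence (540/590 nm); concentration-response curves normalized to no-enzyme control.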
GRP78 ERSR act: qHTS for Inducers of the Endoplasmic Reticulum Stress Response (ERSR) in Human Glioma: qHTS; U87-MG GRP78 promoter luciferase reporter, 16 h; Potency, µM, without a hit: at the top dose activation, most hits filed as activators; hit rate 0.02% among 420,000; note: potency is the fitted concentration of half-maximal effect; series mostly up to about 76 µM; % of control where 0% means no effect; nearly all actives have a fitted effect of over 35% in size
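Stably transfected U87-MG glioma cells carrying a GRP78-based luciferase sensor; 16 h compound incubation. Luminescence end-point read 10 min after Bright-Glo addition at room temperature.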
Vif-A3G inh: qHTS for Inhibitors of Vif-A3G Interactions: qHTS | DNA dC->dU-editing enzyme APOBEC-3G (Homo sapiens), Q9HC16 | HeLa A3G-eYFP + Vif (tagged APOBEC3G with the HIV-1 protein that degrades it), YFP fluorescence, overnight | Potency, µM (series often up to 46.1 µM), inactives show top-dose activity, negative = active, usual class: inhibitors | hit rate 0.076% among 410,000 | AID 602310, 2012;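 note: potency is the fitted concentration of half-maximal effect; % is set by controls: 0 for no effect and ±100 for the full control effect; nearly all actives have a fitted effect of over 60% in size; hits raise eYFP signal because A3G escapes Vif-driven loss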
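Read-out is eYFP fluorescence (Ex 488/Em 500-530) from Vif-expressing HeLa A3G-eYFP cells; more signal means A3G escaped Vif-mediated degradation. Cells plated overnight, compound pinned in, incubated overnight at 37 deg C.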
TrxR1 substrate: qHTS Assay for Substrates of Mammalian Selenoprotein Thioredoxin Reductase 1 (TrxR1): qHTS; purified TrxR1 substrate turnover, NADPH consumption readout; Potency, µM (titrated, usually from 114 µM), for the others: top-dose activity change, negative = substrate turnover; AID 588456, 2011; Thioredoxin reductase 1, cytoplasmic (Rattus norvegicus), O89049; hit rate 0.01% among 390,000; note: potency is the fitted concentration of half-maximal effect; % is set by controls: 0 for no effect and ±100 for the full control effect; nearly all actives have a fitted effect of over 50% in size
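Rat TrxR1, dispensed at 90 nM, was prereduced with 400 uM NADPH (final) for 5 min at ~22 deg C, then incubated with compound 15 min before 400 uM selenite. A first-read NADPH fluorescence drop versus no-compound background flagged substrates.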
LDHA block: qHTS assay for inhibitors of human lactate dehydrogenase; L-lactate dehydrogenase A chain (Homo sapiens), P00338; purified LDHA, NADH/diaphorase-resazurin fluorescence; hits give low values; activity change, % (values are at about 110 or 230 µM); hit rate 0.15% among 480,000; AID 1347041, 2019; in the data active = activity change below about -30%; inconclusive = mostly about -25% to -30%;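 note: plate controls were DMSO wells for no effect and wells without enzyme for full effect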
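Enzyme activity of human lactate dehydrogenase 5 (2 nM; 0.06 mM NADH, 0.2 mM pyruvate, 5 min, RT) is measured via a resazurin/diaphorase fluorescence readout of residual NADH.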
USP1 inh: Inhibitors of USP1/UAF1: Primary Screen. Ubiquitin carboxyl-terminal hydrolase 1 (Homo sapiens), O94782. recombinant USP1/UAF1, Ub-Rhodamine cleavage fluorescence. Potency, µM (titrated, usually from 57.1 µM), for inactives: at the highest dose activity change, negative = inhibition, most hits filed as inhibitors. hit rate 0.23% among 390,000; note: potency is the fitted concentration of half-maximal effect; % is set by controls: 0 for no effect and ±100 for the full control effect; nearly all actives have a fitted effect of over 60% in size; inactives centre near -12
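In this screen, compounds sit with the deubiquitinase complex (1nM) for 15 min at room temperature before Ub-Rho is added at 150nM final. Fluorescence rise is then followed for 6 reads every 60 seconds.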
PI4K2A block: qHTS for small molecular inhibitors of PI4K2A. hit rate 0.13% among 420,000. activity change, negative = inhibition, % at 76.9 µM. AID 1346378, 2018. Phosphatidylinositol 4-kinase type 2-alpha (Homo sapiens), Q9BTU6. purified PI4K2A, ADP-Glo luminescence, 1 h; hits give low values; in the data active = activity change below about -50%; inconclusive = mostly about -30% to -49%;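 note: -100% = wells without enzyme as full effect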
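ADP-Glo luminescence measured ADP generated by PI4K2A enzyme (4 ug/mL before mixing) with 1.2 mM PI substrate (pre-mix) and 300 microM ATP (pre-mix). Tris pH7.5 buffer with MgCl2, Triton X-100; 1 h reaction at ambient temperature.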
Vif-APOBEC3F blk: qHTS for Inhibitors of Vif-A3F Interactions: qHTS | hit rate 0.2% among 390,000 | HeLa A3F-eYFP + Vif (tagged APOBEC3F with the HIV-1 protein that degrades it), YFP fluorescence increase | AID 602313, 2012 | Potency, µM (titrated, usually from 46.1 µM), for inactives: top-dose activity, negative = active; note: potency is the fitted concentration of half-maximal effect; % of control where 0% means no effect; nearly all actives have a fitted effect of over 65% in size
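HeLa cells stably expressing Vif plus C-terminally eYFP-tagged A3F were seeded, incubated overnight at 37 deg C, dosed with compound, incubated overnight again at 37 deg C. Yellow fluorescence (Ex 488/Em 500-530) reported blocked Vif-mediated A3F-eYFP degradation.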
* = called active by the depositor; ? = inconclusive; . = not tested or not shown; [ ] = remark or other dose. Unless noted, calls come from the whole dose curve; as a rule, active = well fitted curve in the direction sought with a large enough effect; inconclusive = small, poorly fitted or top-dose-only effect, or another doubt; inactive = no such curve, though single readings can be large; an effect the other way counts as inactive or inconclusive.

| Molecule | RXFP1 agonist | IDH1 R132H inh | GRP78 ERSR act | Vif-A3G inh | TrxR1 substrate | LDHA block | USP1 inh | PI4K2A block | Vif-APOBEC3F blk |
| --- | --- | --- | --- | --- | --- | --- | --- | --- | --- |
| O=C(NCc1ccc2c(c1)OCO2)C(=O)NCC1OCCN1S(=O)(=O)c1ccc(F)cc1 (configuration not stated) | 1.7% | 6% | -4% | 0% | -8% | -7 | 1% | -8 | 4% |
| CS(=O)(=O)c1ccc(Nc2nc(C(N)CCc3ccccc3)cs2)cc1 (configuration not stated) | . | . | -4% | -3% | . | -8 | . | 6 | . |
| CCOC(=O)C1C(=O)OC(C)(C)C1C(C)C(=O)c1ccc(OC)cc1 (configuration not stated) | 0.7% | 2% | -1% | -8% | 3% | -3 | -16% | 4 | -8% |
| Nc1nc2ccc(O)cc2s1 | -0.5% | -3% | 2% | 2% | -3% | -1 | -15% | 11 | 3% |
| O=c1ccc(NS(=O)(=O)c2ccc(Cl)cc2)cn1Cc1ccc(Cl)c(Cl)c1 | -4.9% | -14% | -7% | -8% | -11% | 7 | -14% | -59* | -9% |
| Cc1ccc(NC(=O)Nc2cc(S(=O)(=O)N(C)C)ccc2C)cc1 | -1.9% | 8% | -1% | 3% | -11% | -2 | -9% | -2 | 5% |
| O=C(NCCCN1CCOCC1)c1cc2cc(Br)ccc2oc1=O | 4.1% | 23% | 4% | 0% | -5% | 1 | 0% | 1 | -15% |
| Cc1nn(CC(=O)NCCc2cccs2)c(=O)c2nn(-c3ccccc3)c(C)c12 | 12% | -7% | 1% | 0% | -5% | -5 | -6% | -16 | ? |
| CCOC(=O)N1CCc2c(sc(NCc3cccs3)c2C(=O)Nc2cc(Cl)ccc2OC)C1 | 2.0% | -7% | -2% | -10% | 2%[57.1 µM] | 7 | ? | -13 | -1% |
| Cc1ccc(CNC(=O)C2CC(c3ccccc3[N+](=O)[O-])=NO2)o1 (configuration not stated) | -1.9% | -12% | -2% | -7% | 5% | -6 | -6% | -4 | -13% |
| COCCn1nnnc1C(C(C)C)N1CCOCC1 (configuration not stated) | 0.6% | 11% | -1% | 3% | 8% | -2 | 3% | 1 | -1% |
| O=S1(=O)C[C@@H](N2CCC[C@@H]2CO)[C@H](COCc2ccccc2)N1 | . | . | -2% | -2% | . | -11 | . | -2 | . |
| COc1ccccc1OC(C)C(=O)N1CCN(Cc2ccc3c(c2)OCO3)CC1 (configuration not stated) | 0.5% | 2% | -2% | -2% | 8%[57.1 µM] | -9 | -19% | -1 | 11% |
| CCOc1ccc(C(=O)N2CCN(c3cnn(-c4ccccc4)c(=O)c3Cl)CC2)cc1 | ? | 11% | -2% | -1% | 5% | -8 | 0% | -4 | -11% |
| Brc1cccc(CNc2nc3ccccc3n2CCN2CCOCC2)c1 | -4.3% | -4% | 2% | 0% | 0%[57.1 µM] | -6 | ? | -1 | 1% |
| Cc1ccc(Cn2c(=O)n(-c3ccc(C)c(C)c3)c(=O)c3c(C)c(C)sc32)cc1 | 0.6% | 19% | -3% | 3% | 6% | 2 | -19% | -4 | -7% |
| CCOc1ccc(C2CC(=O)c3c([nH]c(C(=O)OC4CCC(C)CC4)c3C)C2)cc1 (configuration not stated) | -3.3% | -15% | -4% | 1% | -6% | 1 | 3% | -1 | 1% |
| O=C1OCC2=C1C(c1cccc(Cl)c1)CC(=O)N2c1ccc(C(F)(F)F)cc1 (configuration not stated) | -1.5% | 23% | -4% | -5% | 4% | -3 | -9% | 6 | -3% |
| COc1ccc(C2=Nc3ccccc3NC(=O)C2N(CCc2cc(OC)cc(OC)c2)C(C)=O)cc1 (configuration not stated) | . | . | 1% | -1% | . | 2 | . | -2 | . |
| CCN(CC)S(=O)(=O)c1ccc(Cl)c(C(=O)Nc2nnc(C)s2)c1 | 0.3% | 1% | -5% | -3% | 6% | -1 | -1% | -5 | 3% |
| COC(=O)c1ccc(C(=O)OC)c(NC(=S)N2CCCCC2)c1 | -0.3% | 4% | -3% | 0% | 21% | -3 | -16% | 1 | -1% |
| CN(C)c1ncc(S(=O)(=O)c2ccccc2)c(=O)[nH]1 | -0.6% | 13% | -4% | 2% | 0% | -4 | -12% | 4 | -14% |
| CCOc1ccc(NC(=O)c2ccc(CNc3c(NC4CCCCC4)c(=O)c3=O)cc2)cc1 | 0.3% | -2% | -4% | 1% | -8% | -14 | 0% | 0 | 1% |
| O=C(OCc1cc2ccccc2[nH]c1=O)c1ccccc1 | 2.8% | 1% | -1% | 2% | 11%[57.1 µM] | -1 | -18% | -3 | 4% |
| C/C(=N\N1CCN(C2c3ccccc3-c3ccccc32)CC1)c1ccncc1 | 0.9% | 1% | 0% | 3% | -11% | -11 | -7% | 0 | -1% |
| Cc1cc(C)nc(NCc2ccc(Cl)cc2)n1 | 3.8% | 14% | -3% | -5% | -1%[57.1 µM] | -5 | -4% | 2 | -1% |
| Cc1ccc(C2C(C#N)=C(N)Oc3c2oc(CO)cc3=O)o1 (configuration not stated) | -0.2% | 1% | -5% | 1% | -11% | 12 | -11% | -2 | -1% |
| CC(=O)c1c(C(C)=O)c(C)n(-c2nc(-c3ccc(C)c(C)c3)c(C)s2)c1C | 3.3% | 1% | -1% | -2% | -10% | 1 | -8% | -4 | 1% |
| FC(F)(F)c1cccc(N2CCN(Cc3ccoc3)CC2)c1 | 2.9% | 14% | 2% | 1% | -3% | -20 | -7% | 4 | -8% |
| Cc1cc(C)c(NC(=O)COC(=O)C23CC4CC(CC(O)(C4)C2)C3)c(Cl)c1 | . | 1% | -1% | -2% | 7%[57.1 µM] | -3 | -7% | 3 | -2% |
| CCOC(=O)c1ccc(NC(=O)CCc2nc(-c3ccc(C)cc3)no2)cc1 | -0.4% | 0% | 3% | 2% | -1% | -5 | -19% | 5 | 1% |
| CC1=C(C(=O)OC2CCCC2)C(c2ccc(F)cc2F)CC(=O)N1 (configuration not stated) | -2.6% | 11% | -1% | -2% | -6% | -1 | -25% | -7 | 1% |
| CS(=O)(=O)N(CC(=O)NCCSC1CCCCC1)c1cccc(F)c1 | 0.7% | 1% | -5% | 2% | -7% | 3 | -20% | -3 | -7% |
| COc1cc(OC)cc(-c2c(-c3cccs3)c3cc(-c4ccc(C(N)=O)cc4)ccc3n2C)c1 | . | -7% | 1% | -28% | 18%[57.1 µM] | -2 | -28% | 1 | -4% |
| CCOc1cc2[nH]c(=O)n(CCCN3CCN(c4ccc(OC)cc4)CC3)c(=O)c2cc1OCC | -1.5% | -4% | 6% | -4% | 2%[57.1 µM] | -2 | -8% | 5 | -13% |
| CN1CCC(N(C)C(=O)COc2ccc(S(=O)(=O)N3CCOCC3)cc2)CC1 | 2.3% | -4% | -3% | -1% | 6% | -4 | -24% | 3 | 0% |
| CC(C)(C)C(=O)Cn1ncc(N2CCOCC2)c(Cl)c1=O | -3.8% | -6% | -5% | 0% | -2%[57.1 µM] | 2 | -14% | 0 | -4% |
| CC(=O)c1cc(CN2CCN(Cc3ccccc3)C(CCO)C2)cs1 (configuration not stated) | 3.2% | -19% | -4% | 1% | -3% | -5 | -16% | 2 | 10% |
| O=C(c1ccc(Cl)s1)N1CCN(S(=O)(=O)c2ccc(Cl)cc2)CC1 | . | 4% | 0% | -3% | 7%[57.1 µM] | -5 | 0% | 4 | -5% |
| Cc1nc(NS(=O)(=O)c2ccccc2)sc1C(=O)N/N=C/c1ccccc1 | 1.5% | 15% | -2% | -14% | -8% | -4 | -21% | 0 | 0% |
| CSc1nc(N(C)C)nc(N2CC(=O)N(CCNS(=O)(=O)c3ccc(C)cc3)C2=N)n1 | 2.3% | 18% | -3% | -1% | 9%[57.1 µM] | -4 | -20% | 0 | 6% |
| O=C(NCCN=C1NS(=O)(=O)c2ccccc21)c1ccncc1 | -0.5% | -3% | -3% | 0% | 5% | 0 | -1% | 3 | -8% |
| COc1ccc(S(=O)(=O)N(C)c2ccc(C(=O)N3CCC(C(N)=O)CC3)cc2)cc1 | 2.3% | -1% | -5% | -6% | 3%[57.1 µM] | 0 | -11% | -5 | -9% |
| O=C(Nc1nnc(SCc2ccc(F)cc2)s1)c1ccc2c(c1)C(=O)N(c1ccccc1Cl)C2=O | -0.6% | 4% | -1% | -4% | 8% | -11 | -18% | 0 | -11% |
| c1ccc(COc2ccc(-c3cc4nc(NCCOc5ccccc5)ccn4n3)cc2)cc1 | . | . | -1% | -2% | . | -9 | . | 5 | . |
| O=C(NCCOc1ccccc1)c1cccc(S(=O)(=O)NCc2ccccc2)c1 | 1.7% | 3% | 1% | -14% | 1%[57.1 µM] | -4 | -13% | -1 | 6% |

This is a subset (hit frequency here may not be typical).
